Screens (PubChem)
KCNQ2 inh: KCNQ2 potassium channel inhibitors, primary screen, cell-based, CHO-K1, FluxOR thallium flux, B-score (AID 2156). O88943. 20 min; hits give low values. B-score at 10 µM. 310,000 tested, 1.1% active;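 active = fluorescence ratio B-score at most minus 3 library SDs, with starting brightness B-score within 2 library SDs, cut at about -5.5 in these data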
Target sequence (O88943 whole entry, looked up): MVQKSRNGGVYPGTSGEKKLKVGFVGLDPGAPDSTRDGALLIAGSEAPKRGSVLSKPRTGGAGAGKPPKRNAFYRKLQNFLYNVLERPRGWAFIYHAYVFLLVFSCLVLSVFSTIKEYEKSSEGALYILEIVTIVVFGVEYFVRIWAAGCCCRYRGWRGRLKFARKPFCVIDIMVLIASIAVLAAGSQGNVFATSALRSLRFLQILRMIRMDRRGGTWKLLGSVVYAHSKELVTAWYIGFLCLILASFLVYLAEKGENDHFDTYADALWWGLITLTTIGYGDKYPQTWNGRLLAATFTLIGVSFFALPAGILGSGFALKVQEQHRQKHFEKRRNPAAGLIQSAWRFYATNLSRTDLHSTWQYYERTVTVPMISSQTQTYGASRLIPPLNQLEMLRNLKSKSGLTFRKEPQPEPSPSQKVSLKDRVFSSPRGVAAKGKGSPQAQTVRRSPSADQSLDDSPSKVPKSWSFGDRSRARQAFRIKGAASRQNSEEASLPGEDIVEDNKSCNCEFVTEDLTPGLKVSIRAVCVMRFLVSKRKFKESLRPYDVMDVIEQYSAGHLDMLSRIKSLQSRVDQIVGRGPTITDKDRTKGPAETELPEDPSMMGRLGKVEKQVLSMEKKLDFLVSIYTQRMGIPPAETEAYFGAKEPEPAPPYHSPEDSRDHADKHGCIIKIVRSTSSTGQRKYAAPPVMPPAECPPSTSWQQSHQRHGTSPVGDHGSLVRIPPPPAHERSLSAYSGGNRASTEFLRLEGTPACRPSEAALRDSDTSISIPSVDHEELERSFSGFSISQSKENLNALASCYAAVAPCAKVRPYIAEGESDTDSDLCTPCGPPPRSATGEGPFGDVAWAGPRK
Kir21 block: blocks the mouse Kir2.1 inward-rectifier potassium channel | P35561 | HEK293-Kir2.1, FluxOR thallium flux fluorescence; hits give low values | B-score at 10 µM | 310,000 tested, 0.85% active | AID 1672;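 active = fluorescence ratio B-score at or below minus 3 SD of library scores, with starting-brightness B-score within 2 SD, cut at about -4.2 in these data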;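 note: channel flux triggered by added potassium and thallium sulfate stimulus; B-score of peak minus minimum fluorescence over baseline after thallium stimulus; more negative B-score means stronger Kir2.1 block with less thallium influx; some compounds called inactive have numbers as strong as hits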
Starred values were filed as active, the others as inactive; i = inactive.

SMILES | KCNQ2 inh | Kir21 block
CC1=C(C(=O)NC2CCCCC2C)C2(CCC(C)CC2)OC1=O (stereo unspecified) | i | -0.03
CCn1c(SCC(N)=O)nc2cc(S(=O)(=O)N3CCOCC3)ccc21 | i | -0.04
CC1CCCN(c2nc3ccccc3nc2C(C#N)S(=O)(=O)c2ccccc2)C1 (stereo unspecified) | i | 0.98
COc1cc(COCC(O)CN2C(C)CCCC2C)cc(OC)c1OC (stereo unspecified) | i | 1.49
COc1cc2c(cc1NC(=O)COCC(=O)O)oc1ccccc12 | i | -1.27
COc1ccc(C(CNC(=O)c2cccnc2SC)N2CCOCC2)cc1 (stereo unspecified) | i | -0.59
CCCCc1cc(=O)oc2cc(OCC(=O)NC3CCN(Cc4ccccc4)CC3)ccc12 | i | 1.52
CS(=O)(=O)N1CCN(C(=O)Cc2ccc(Br)cc2)CC1 | i | 0.87
O=C(Nc1ccc(N2CCOCC2)cc1)c1cccc(S(=O)(=O)N2CCCCC2)c1 | i | -0.89
COc1ccc(/C=C2\SC(=S)N(CC(=O)OCC(=O)Nc3cc(Cl)cc(Cl)c3)C2=O)cc1 | i | -0.01
Cc1ccc(C(C)C)c(OCCCn2ccnc2C)c1 | i | -1.77
CCCCOC(=O)Cn1c2ccc(OC)cc2c2nc3ccccc3nc21 | i | -0.27
O=C1C2CCCCC2C(=O)N1c1ccc(NC2CCN(Cc3ccccc3)CC2)c([N+](=O)[O-])c1 (stereo unspecified) | i | -0.83
CC(=O)Nc1ccccc1OCCOc1ccc(Br)cc1 | i | 1.86
COc1cc(CNC2CCCCCCC2)cc(Cl)c1OCC(N)=O | i | -0.99
O=C(NC1CCCCC1)N(CCN1CCOCC1)Cc1cc2cc3c(cc2[nH]c1=O)OCCO3 | i | -1.58
O=S(=O)(Nc1ccccc1N1CCCCC1)c1ccccc1 | i | -1.05
C=C1CCC[C@]2(C)C[C@H]3OC(=O)C(CN(C)CC(OC)OC)[C@H]3CC12 (stereo partly specified) | i | -1.36
CSc1ccccc1N1CCN(C(=O)Nc2ccc3c(c2)NC(=O)CO3)CC1 | i | -0.03
O=C(Nc1nc2ccccc2[nH]1)c1ccc(F)c(S(=O)(=O)N2CCOCC2)c1 | i | -1.94
COc1ccc(CN2CCN(C(=O)c3ccccc3F)CC2)c(OC)c1OC | i | 1.12
Cc1ccc(C(=O)CSc2nnc(COc3cc(C)cc(C)c3)o2)cc1 | i | -0.76
COc1ccc(NC(=O)NCc2ccccc2F)cc1OC | i | 1.22
Nc1c(Cl)ncnc1N/N=C/c1ccncc1 | i | 1.04
Cc1cccc(Cn2c(NCCO)nc3c2c(=O)n(C)c(=O)n3C)c1 | i | 0
Going on with the list:
SMILES | KCNQ2 inh | Kir21 block
Cc1nc2ccccc2n1CC(=O)NC(C)C1CC2CCC1C2 (stereo unspecified) | i | 2.01
O=C(C(=O)N1CCCc2ccccc21)c1cn(CC(=O)N2CCOCC2)c2ccccc12 | i | 1.48
COc1ccc(CNC(=O)CCCCCNc2nc(=S)[nH]c3ccccc23)cc1 | i | 0.31
CS(=O)(=O)N(CC(=O)Nc1ccc2c(c1)OCO2)Cc1ccc(Cl)cc1 | i | -0.64
Cc1ccc(-n2nc(C)c3c2OC(N)=C(C#N)C3c2ccco2)cc1 (stereo unspecified) | i | 0.7
COC(=O)/C=C(\C)N=Nc1c(O)[nH]c2ccccc12 | i | 1.23
COc1cc(/C=N/NC(=O)CCC(=O)Nc2ccc(C)cc2)ccc1O | i | 0.65
CC(C)(C)NC(=O)COc1ccc(CNCCc2ccccc2)cc1 | i | -1.56
O=C(CN1C(=O)NC2NC(=O)NC21)NN=C1CCCC1 (stereo unspecified) | i | 0.69
COc1ccc(C(=O)N2CCc3[nH]nc(-c4ccccc4)c3C2)cc1 | i | -0.43
CCNC(=O)c1cccc(S(=O)(=O)N2CCCCCC2)c1 | i | 2.21
CCCOc1ccc(C2=CSC3=NCCN23)cc1Cl | i | -0.64
O=C(Nc1ccc2c(c1)OCO2)c1cc2ncc(Br)cn2n1 | i | -0.1
c1ccc(-c2oc3ncnc(N4CCOCC4)c3c2-c2ccccc2)cc1 | i | 1.02
COc1cccc(OC)c1C(=O)N=c1sc2cc(S(C)(=O)=O)ccc2n1C | i | 0.03
COC(=O)c1[nH]c2cc(C)ccc2c1NC(=O)CN1CCCc2ccccc21 | i | -1.4
O=C(O)c1ccc(N/N=C/c2cc3ccccc3nc2Cl)cc1 | i | -0.03
COc1cc(NC(=O)COc2ccc(-n3ccnc3)cc2)cc(OC)c1 | i | -2.93
COc1c(N)c2ccccc2[nH]c1=O | i | -0.32
O=C(NCCCn1ccnc1)C(=O)NCC(c1cccnc1)N1CCN(c2ccccc2)CC1 (stereo unspecified) | i | -0.26
COc1cccc(CN2CCC(N(CCc3ccccc3)Cc3ccccc3)CC2)c1OC | i | -0.8
CCOC(=O)c1ccc(NC(=O)CC2C(=O)N(c3ccc(F)cc3)C(=O)N2CCCOC)cc1 (stereo unspecified) | i | 0.19
CSc1ncccc1C(=O)OCC(=O)N1CCN(S(=O)(=O)c2ccc(C)cc2C)CC1 | i | 0.76
CC(C)c1ccc(C2=NN(c3ccccc3)C(=O)CC2)cc1 | i | 1.42
CCOC(=O)CSc1nnc(CNC(=O)c2cccc(C)c2)n1C | i | 0.71
Other compounds.
SMILES | KCNQ2 inh | Kir21 block
COc1cccc(CN2CCN(S(=O)(=O)c3ccccc3)CC2)c1OC | i | -0.73
CN(C)S(=O)(=O)Oc1ccsc1C(=O)Nc1ccc(Br)cc1 | i | -0.99
CC1=C(C(=O)OC2CCCCC2)C(c2ccccc2F)NC(=O)N1 (stereo unspecified) | i | 1.96
CCCCOc1ccc(C(=O)N2CC(C)OC(C)C2)cc1 (stereo unspecified) | i | 1.57
CN(c1ccc(C(=O)NCCc2ccccc2)cc1)S(C)(=O)=O | i | 2.99
CS(=O)(=O)c1ccc(NC(=O)CCN2C(=O)C3CCCCC3C2=O)cc1 (stereo unspecified) | i | -0.45
COc1cccc(-c2csc(N3CCN(C(=S)Nc4ccccc4Cl)CC3)n2)c1 | i | 0.89
O=C(CSc1ncnc2c1cnn2-c1ccc(F)cc1)NC1CCCC1 | i | -0.17
Cn1c(Nc2ccccc2)nc2ccccc21 | i | 1.46
COc1ccc(NC(=O)C(=O)NCC2CCCN2S(=O)(=O)c2ccc(C)cc2)cc1 (stereo unspecified) | i | 0.11
O=C(c1cc2ncc(CCCl)cn2n1)N1CCCCCC1 | i | 0.24
O=C(Cn1nc([N+](=O)[O-])nc1Br)NC1CCCCC1 | i | -1.65
COc1ccc(CC(C)CC(=O)NCCc2ccc(OC)c(OC)c2)cc1 (stereo unspecified) | i | -1.23
CCCN(CCC)CCCNC(=O)c1cn(CC)c2ccc(S(=O)(=O)N3CCOCC3)cc2c1=O | i | -1.43
Clc1cccc(CSc2ccc(-c3ccco3)nn2)c1 | i | -1.82
O=C(Cn1cncn1)N/N=C/c1ccccc1Cl | i | -0.64
CCOc1cccc2sc(=NC(=O)c3ccc(S(=O)(=O)N4CCOCC4)cc3)n(C)c12 | i | -0.11
CCN1CCN(CC(=O)Nc2ccc(C(C)=O)cc2)CC1 | i | 0.83
Cc1onc(-c2ccc(Cl)cc2)c1-c1ccnc(SCC(=O)Nc2cc(Cl)cc(Cl)c2)n1 | i | -0.48
CCOC(=O)Cn1nc(-c2ccccc2)c2cnc3ccc(C)cc3c21 | i | 1.28
COc1ccc(/C=N/NC(=O)c2nc(-c3ccccc3)cc(-c3ccccc3)n2)cc1OC | i | -2.23
COc1ccc2c(c1)c1nc3ccccc3nc1n2CCCN1C(=O)c2ccccc2C1=O | i | -1.32
O=C(C[n+]1ccccc1)Nc1ccccc1 | i | 1.16
CCS(=O)(=O)Nc1cc2c3c(c1)CCC(=O)N3CCC2 | i | -1.44
CC1CCCCC1Nc1nc2ccc(Cl)cc2n2cnnc12 (stereo unspecified) | i | 0.75
New compounds follow
SMILES | KCNQ2 inh | Kir21 block
Cc1ccc(C(=O)N2CCSCC2)cc1 | i | 0.04
COCCn1cnc2c1c(=O)n(CC#N)c(=O)n2Cc1ccccc1 | i | 1.05
CCCn1c(SCC(=O)Nc2cc(S(=O)(=O)N(C)C)ccc2OC)n[nH]c1=O | i | 1.08
NC(=O)c1cnn(-c2cc(Oc3ccccc3)ncn2)c1N | i | 1.34
CC1CC1C(=O)OCC(=O)NCc1ccc(Cl)cc1Cl (stereo unspecified) | i | 1.05
c1ccc(N2CCN(c3ncnc4scc(-c5cccs5)c34)CC2)cc1 | i | -0.07
Cc1ccccc1OCCCC(=O)Nc1nccs1 | i | 0.07
CCN(Cc1ccccc1)c1ccc(/C=N/N2CCOCC2)cc1 | i | -0.43
CCOC(=O)c1cn(-c2ccccc2CO)c2c(F)c(F)c(F)cc2c1=O | i | -0.06
O=C(O)c1cccc2[nH]c(C(F)(F)F)nc12 | i | 2.57
CC[n+]1c(C)n(-c2ccccc2)c2ccc(C(=O)OC)cc21 | i | -0.22
Cn1nnnc1SCC(=O)Nc1ccccc1C(=O)NCc1ccccc1 | i | -0.2
CC(=O)N1N=C(c2ccc(NS(C)(=O)=O)cc2)CC1c1ccc2nccnc2c1 (stereo unspecified) | i | 0.3
COc1ccc(CN2CCNC(=O)C2CC(=O)N(C)CCc2cnn(C)c2)c(F)c1 (stereo unspecified) | i | 0.58
C/C(=N\NC(=O)C1CC1)c1ccc(OC(F)F)cc1 | i | -0.03
Cc1ccc(NC(=O)C2CCN(C(=O)NC3CCCCC3)CC2)c(C)c1 | i | 1.12
COc1ccc(Nc2ncccc2C(=O)Nc2ccccc2)cc1 | i | -0.48
CC(C)(C)NC(=O)COC(=O)CCC(=O)c1ccc(F)cc1 | i | -0.13
CC(=O)N1CCN(c2nc(N)c(C#N)c(CC#N)c2C#N)CC1 | i | -0.39
COc1ccc(-c2nc(CSCC(=O)NCCCN3CCCC3=O)c(C)o2)cc1OC | i | 0.07
COc1ccc(N/C=C(\C#N)c2nc3ccccc3n2C)c(OC)c1 | i | 1.23
CC1=CC(C)C(C(=O)O)C(C(=O)O)C1 (stereo unspecified) | i | 1.18
C=CCn1c(C)cc(C2=NNC(=Nc3ccc(C)cc3)SC2)c1C | i | -0.47
O=C(CN1c2ccccc2Sc2ccccc21)N/N=C/c1ccc([N+](=O)[O-])cc1 | i | -0.28
NS(=O)(=O)c1ccc(NC(=O)COc2ncnc3sccc23)cc1 | i | -0.27

Entries listed so far that contain two or more sulfur atoms (ten):
SMILES | KCNQ2 inh | Kir21 block
CCn1c(SCC(N)=O)nc2cc(S(=O)(=O)N3CCOCC3)ccc21 | i | -0.04
COc1ccc(/C=C2\SC(=S)N(CC(=O)OCC(=O)Nc3cc(Cl)cc(Cl)c3)C2=O)cc1 | i | -0.01
COc1cccc(OC)c1C(=O)N=c1sc2cc(S(C)(=O)=O)ccc2n1C | i | 0.03
CSc1ncccc1C(=O)OCC(=O)N1CCN(S(=O)(=O)c2ccc(C)cc2C)CC1 | i | 0.76
CN(C)S(=O)(=O)Oc1ccsc1C(=O)Nc1ccc(Br)cc1 | i | -0.99
COc1cccc(-c2csc(N3CCN(C(=S)Nc4ccccc4Cl)CC3)n2)c1 | i | 0.89
CCOc1cccc2sc(=NC(=O)c3ccc(S(=O)(=O)N4CCOCC4)cc3)n(C)c12 | i | -0.11
CCCn1c(SCC(=O)Nc2cc(S(=O)(=O)N(C)C)ccc2OC)n[nH]c1=O | i | 1.08
c1ccc(N2CCN(c3ncnc4scc(-c5cccs5)c34)CC2)cc1 | i | -0.07
NS(=O)(=O)c1ccc(NC(=O)COc2ncnc3sccc23)cc1 | i | -0.27

Back to the main list; the 2 compounds before the break are reprinted first.
SMILES | KCNQ2 inh | Kir21 block
O=C(CN1c2ccccc2Sc2ccccc21)N/N=C/c1ccc([N+](=O)[O-])cc1 | i | -0.28
NS(=O)(=O)c1ccc(NC(=O)COc2ncnc3sccc23)cc1 | i | -0.27
COC(=O)c1c(-c2cccnc2)csc1NC(=O)c1ccc2c(c1)OCO2 | i | -0.34
COC(=O)c1ccc(/C=N/NC(=O)C(=O)NCc2ccccc2)cc1 | i | 0.56
CC(C)N(C)C1CCN(S(=O)(=O)c2ccc(-c3ccc(=O)[nH]n3)s2)CC1 | i | -0.9
COc1ccc(/C=N/n2c(C)nnc2C)c(OC)c1 | i | -0.01
CC(Cc1ccccc1)C(=O)NCc1nc2ccccc2s1 (stereo unspecified) | i | -0.76
COCCn1cnc2c1c(=O)n(CC(=O)NCC(F)(F)F)c(=O)n2Cc1ccccc1 | i | 0.03
Cc1c(/C=C/C(=O)c2ccc(O)cc2)cnn1C | i | -0.49
COC(=O)c1cn(-c2ccccc2)nc1-c1ccccc1 | i | 1.27
CCc1ccc(/C=C2/SC(=S)N(CCCC(=O)Nc3ccccc3C(=O)O)C2=O)cc1 | i | -1.43
Cc1ccc(S(=O)(=O)N2CCOCC2)cc1NC(=O)CN1CCN(c2ccc(O)cc2)CC1 | i | 1.25
O=C(O)CCCNC(=O)CCn1nnc2ccccc2c1=O | i | 0.18
Cn1/c(=N/NC(=O)c2ccccc2Br)sc2ccccc21 | i | 0.93
Cc1ccc(S(=O)(=O)N2CCCN(C(=O)OC(C)(C)C)CC2)cc1 | i | -3.16
CCCCN1CCNC[C@@H]1Cc1ccccc1 | i | 0.04
Cc1ccc(N2CC(C(=O)Nc3cccnc3)CC2=O)cc1 (stereo unspecified) | i | 0.56
CC(=O)Nc1ccc(OCC(O)CN2CCN(c3cccc(Cl)c3)CC2)cc1 (stereo unspecified) | i | 0.14
O=C(c1ccc(CNS(=O)(=O)c2cccc(Cl)c2)cc1)N1CCCCC1 | i | 0.96
COc1ccc(C(=O)Nc2ccc(S(=O)(=O)N3CCOCC3)cc2)cc1 | i | 0.71
COc1ccc(-c2cc(C)no2)cc1S(=O)(=O)Nc1ccccc1 | i | 0.37
Cc1noc(-c2ccccc2OC(=O)c2ccccc2)n1 | i | -0.96
CC(C)OCP(=O)(c1ccccc1)c1ccccc1 | i | -0.93
Cc1nc2ccccc2n1CCC(=O)Nc1cccc(F)c1 | i | -1.29
